# P. falciparum M17LAP = P. falciparum M17LAP inhibitors, primary screen, biochemical, fluorogenic H-Leu-NHMec substrate, 1536-well (AID 1619) | recombinant M17LAP, H-Leu-NHMec fluorogenic kinetic assay; higher % means a stronger effect | inhibition, % at 30 µM; hits with a dose series show IC50 in µM | actives 0.38% (n = 220,000);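 active = compound inhibiting the enzyme by more than half at any dose during confirmatory dose-response retesting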;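 also: plate controls were full reaction with DMSO carrier for no effect and no enzyme background for full effect; strong numbers were not always called active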
# KOR beta-arrestin-1 = KOR antagonists, beta-arrestin recruitment, cell-based, luminescence, uHTS (AID 1778); KOR beta-arrestin recruitment, luminescence, antagonist mode; higher % means a stronger effect; one-dose inhibition, % at 10 µM; IC50 in µM for titrated hits; actives 0.091% (n = 290,000); also: strong numbers were not always called active
# M1AAP inhibition = P. falciparum M1AAP inhibitors, biochemical, fluorogenic H-Leu-NHMec substrate, 1536-well (AID 1445). inhibition, % at 30 µM, or IC50 in µM where a hit was titrated. recombinant M1AAP, H-Leu-NHMec fluorogenic kinetic assay; higher % means a stronger effect. actives 0.42% (n = 220,000);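 active = primary inhibition above the hit cutoff, then over 50% inhibition at one or more dose response concentrations, cut at about 23% in these data, passing the limit was not always enough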;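 also: plate controls were DMSO full reaction for no effect and no enzyme background for full effect; strong numbers were not always called active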
# KOR beta-arrestin-2 = kappa opioid receptor activators – cell-based, luminescence, uHTS, primary screen (AID 1777); one-dose activation, % at 10 µM; EC50 in µM for titrated hits; actives 0.02% (n = 280,000); KOR beta-arrestin recruitment, luminescence; higher % means a stronger effect; in the data active = activation above about 50%, passing the limit was not always enough; also: a part of the inactive calls stands beside numbers as strong as those of hits
# NOD1 inhibition = inhibition of NOD1-driven NF-kB reporter – cell-based, luminescence, uHTS, primary screen (AID 1578). NOD1-driven NF-kB luciferase reporter cells, luminescence; higher % means a stronger effect. actives 1% (n = 290,000). one-dose inhibition, % at 4 µM; EC50 in µM for titrated hits; in the data active = inhibition mostly above about 36%, no sharp cut-off; inactive = mostly below about 34%;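 also: HEK-293T reporter cells stimulated with the NOD1 agonist gamma-tri-DAP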
# Dynein transport = dynein cargo transport inhibition. 3617.4 mouse cells, GR-EGFP nuclear translocation imaging; test concentration mostly 20 µM; stimulated with dexamethasone, 1 µM; active compounds read low. z-score, hits read low. actives 0.47% (n = 220,000);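 active = plate z-score of nuclear minus cytoplasmic receptor signal below a set negative limit, without overly bright fluorescence or cell loss, cut at about -3.5 in these data, passing the limit was not always enough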;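 also: z-score of nuclear minus cytoplasmic ring GR-EGFP intensity difference per well; some compounds called inactive have numbers as strong as hits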
#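 Also added – dexamethasone, 1.0 µM final · Buffer or medium – tet-free, stripped-serum medium · Schedule – induction 48 h, compound 1 h, agonist 30 min · Detection – formaldehyde fixation, Hoechst nuclear stain, 10x automated fluorescence imaging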
# HEK293 NOD2/NF-kB = NOD2 signaling inhibitors, cell-based, luminescence, uHTS, HEK293 (AID 1566). HEK293 NOD2/NF-kB luciferase reporter, luminescence; higher % means a stronger effect. actives 0.63% (n = 290,000). one-dose inhibition, % at 4 µM; EC50 in µM for titrated hits; also: many of its hits are not listed in these tables
# GPR55 activation = GPR55 agonists via beta-arrestin recruitment, primary screen, imaging, U2OS cells, beta-arrestin-GFP redistribution (AID 1961); U2OS GPR55 beta-arrestin-GFP redistribution imaging; higher % means a stronger effect; activation, % at 10 µM; hits with a dose series show EC50 in µM; actives 0.048% (n = 290,000);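 active = activation above 40% with more than 50 cells counted in the well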;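 also: U2OS osteosarcoma cells stably expressing GPR55 and beta-arrestin-GFP; plate controls were DMSO negative control for no effect and LPI positive control for full effect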
# AID2073 = inhibitors of Mint1-CaV2.2 protein interaction, biochemical, HTRF (AID 2073); actives 0.19% (n = 290,000); HTRF protein-protein interaction, Mint1-CaV2.2; higher % means a stronger effect; inhibition, % at 20 µM; hits with a dose series show IC50 in µM; in the data active = inhibition mostly above about 51%, no sharp cut-off; also: some results filed as inactive read as strong as hits
# Dynein transport cytoplasmic EGFP = recorded beside Dynein transport, whose call it bears; z-score; measured here: cytoplasmic GR-EGFP intensity; active compounds read high
# Dynein transport nuclear GR-EGFP = recorded beside Dynein transport, whose call it bears; z-score; measured here: nuclear GR-EGFP intensity;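 lower value marks the stronger effect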
# Dynein transport cell count = recorded beside Dynein transport, whose call it bears; z-score; measured here: cell count per field
# Numbers without * were called inactive; x = no result given; [ ] = another dose, or the depositor's remark. Rule as the data show it, unless noted: active = inhibition above about 50%; inactive = the rest.
# Screens in order – P. falciparum M17LAP	KOR beta-arrestin-1	M1AAP inhibition	KOR beta-arrestin-2	NOD1 inhibition	Dynein transport	Dynein transport cytoplasmic EGFP	Dynein transport nuclear GR-EGFP	Dynein transport cell count	HEK293 NOD2/NF-kB	GPR55 activation	AID2073
> Cc1nn2c(=O)cc(COC(=O)c3ccc(NC(=O)C(C)(C)C)cc3)nc2s1
  x	-16%	x	-4.3%	6%	x	x	x	x	43%	0.2%	-4%
> Cc1cc(C)n(-c2c(F)c(F)c(CO)c(F)c2F)n1
  7%	-2%	10%	-0.2%	-9%	-0.029	-0.18	0.24	1.3	5%	-0.2%	4%
> Cc1ccc(CNC(=S)Nc2ccc(C)c([N+](=O)[O-])c2)cc1
  3%	-33%	-2%	-2.0%	-27%	-0.66	-0.27	-0.14	1.2	0%	-0.2%	-16%
> COc1ccc(C(=O)C(OC(=O)c2ccccc2)c2ccccc2)cc1 (stereo not drawn)
  -3%	23%	1%	5.4%	0%	1.4	-0.18	0.66	-0.82	-52%	0.3%	28%
> Cc1ccc(C)c(NC(=O)CSc2nnc(CNC(=O)c3ccco3)o2)c1
  x	-19%	x	4.8%	-14%	x	x	x	x	7%	0.0%	1%
> Cc1ccc2nc(N3CCCCC3)c(C=O)c(=O)n2c1
  25%	-17%[20 µM]	7%	x	-23%	-0.049	-0.2	-0.093	-0.5	6%	-0.1%	0%
> COc1cc(N)n(S(=O)(=O)c2ccc(C)cc2)n1
  0%	-16%	-1%	4.3%	-35%	-0.59	-0.28	-0.0054	0.35	-9%	-0.2%	5%
> COc1ccc(OC)c(-n2c(=S)[nH]c3cc(C(=O)N(C)Cc4ccccc4)ccc3c2=O)c1
  17%	-5%	6%	-0.4%	-9%	0.23	-0.27	0.36	0.27	17%	-0.4%	-19%
> Cc1oc2ccc(OCc3ccc(F)cc3Cl)cc2c1C(=O)O
  -17%	11%	6%	1.3%	-4%	-0.86	-0.3	0.18	0.37	14%	0.8%	12%
> O=C(CN1CCCCC1)Nc1cccc(Cl)c1
  -1%	5%	-2%	-2.3%	-45%	-0.0073	-0.082	0.26	-0.63	0%	0.3%	-2%

# Complete entries from above. Values in the order: P. falciparum M17LAP | KOR beta-arrestin-1 | M1AAP inhibition | KOR beta-arrestin-2 | NOD1 inhibition | Dynein transport | Dynein transport cytoplasmic EGFP | Dynein transport nuclear GR-EGFP | Dynein transport cell count | HEK293 NOD2/NF-kB | GPR55 activation | AID2073
# Record of COc1cc(N)n(S(=O)(=O)c2ccc(C)cc2)n1 → 0% | -16% | -1% | 4.3% | -35% | -0.59 | -0.28 | -0.0054 | 0.35 | -9% | -0.2% | 5%
# Record of Cc1ccc2nc(N3CCCCC3)c(C=O)c(=O)n2c1 → 25% | -17%[20 µM] | 7% | x | -23% | -0.049 | -0.2 | -0.093 | -0.5 | 6% | -0.1% | 0%
# Record of COc1ccc(C(=O)C(OC(=O)c2ccccc2)c2ccccc2)cc1 (stereo not drawn) → -3% | 23% | 1% | 5.4% | 0% | 1.4 | -0.18 | 0.66 | -0.82 | -52% | 0.3% | 28%
# Record of Cc1oc2ccc(OCc3ccc(F)cc3Cl)cc2c1C(=O)O → -17% | 11% | 6% | 1.3% | -4% | -0.86 | -0.3 | 0.18 | 0.37 | 14% | 0.8% | 12%
# Record of Cc1cc(C)n(-c2c(F)c(F)c(CO)c(F)c2F)n1 → 7% | -2% | 10% | -0.2% | -9% | -0.029 | -0.18 | 0.24 | 1.3 | 5% | -0.2% | 4%

# Following part:
# Screens in order – P. falciparum M17LAP	KOR beta-arrestin-1	M1AAP inhibition	KOR beta-arrestin-2	NOD1 inhibition	Dynein transport	Dynein transport cytoplasmic EGFP	Dynein transport nuclear GR-EGFP	Dynein transport cell count	HEK293 NOD2/NF-kB	GPR55 activation	AID2073
> CCCC1CCc2c(sc(NC(=O)OCC)c2C#N)C1 (stereo not drawn)
  -10%	-25%	-2%	5.0%	10%	-0.38	-0.25	-0.83	0.73	-11%	0.0%	4%
> Cc1ccc(Cn2c(=O)n(C)c(=O)c3sccc32)cc1
  x	0%	x	-1.0%	-5%	x	x	x	x	27%	0.2%	15%
> O=C1CCCN1CCCNS(=O)(=O)c1cccc(F)c1
  -19%	-27%	3%	-4.2%	-28%	-1	-0.35	-0.16	0.6	-3%	-0.5%	13%
> Cc1cc(C)n(-c2ccc(NC(=O)C3CCCCN3C(=O)c3ccoc3C)cc2)n1 (stereo not drawn)
  x	10%	x	-4.0%	-9%	x	x	x	x	11%	0.3%	6%
> COC(=O)CCC(=O)Nc1ccc(Cl)c(Cl)c1
  -9%	17%	-9%	1.5%	-8%	-0.39	-0.22	-0.086	0.073	-1%	0.3%	-4%
> CCOC(=O)Cn1nnnc1C(CC)N(Cc1ccccc1)Cc1cc2cc(C)ccc2[nH]c1=O (stereo not drawn)
  0%	-15%	7%	-0.1%	2%	-0.33	0.059	0.023	-0.17	6%	-0.1%	14%
> O=C(Nc1cccc(Cl)c1)Nc1cccc(Cl)c1
  2%	-26%	-1%	2.3%	-38%	1.1	-0.1	0.57	-0.67	-31%	0.4%	-4%
> CC1Oc2ccccc2N(Cc2ccccc2F)C1=O (stereo not drawn)
  -12%	-7%	8%	12%	2%	-0.15	-0.027	0.32	0.78	-5%	0.3%	3%
> O=C1CCCCN1CC(=O)N1CCCC(N2CCN(c3ccccc3F)CC2)C1 (stereo not drawn)
  x	4%	x	-0.6%	-8%	x	x	x	x	13%	-0.1%	-7%
> O=C(NCc1ccccn1)c1cc2cc(Br)ccc2oc1=O
  19%	32%	0%	-1.7%	-9%	-0.56	-0.27	-0.96	2	7%	0.2%	5%

# Following part.
# Screens in order – P. falciparum M17LAP	KOR beta-arrestin-1	M1AAP inhibition	KOR beta-arrestin-2	NOD1 inhibition	Dynein transport	Dynein transport cytoplasmic EGFP	Dynein transport nuclear GR-EGFP	Dynein transport cell count	HEK293 NOD2/NF-kB	GPR55 activation	AID2073
> Cc1ccc2c(c1)N(C(=O)CCC(=O)NCc1cccc(Cl)c1)CC(C)O2 (stereo not drawn)
  x	10%[20 µM]	x	0.4%	38%	x	x	x	x	-53%	0.7%	6%
> Cn1cc(CN2CCC(n3nccc3NC(=O)CCOc3ccccc3)CC2)cn1
  x	-40%	x	8.9%	-14%	x	x	x	x	3%	-0.1%	-11%
> Cc1nc2ccc(-n3ccc(=O)cc3)cc2s1
  -5%	6%	-7%	1.4%	3%	-0.66	-0.24	-0.36	-0.11	14%	-0.2%	3%
> NS(=O)(=O)c1ccc(CCNC(=O)COC(=O)/C=C/c2ccccc2Cl)cc1
  2%	-10%	10%	-8.5%	-21%	-0.95	-0.16	-0.52	0.68	-7%	-0.3%	-1%
> C[C@@H](C(=O)Nc1ccc2ccccc2c1)[C@H]1C[C@]1(C)[C@H](NC(=O)c1cccnc1)c1ccccc1
  8%	17%	0%	-0.7%	-24%	0.29	-0.26	0.46	0.59	20%	-0.1%	-6%
> CC(C)OC(=O)Nc1ccc(Oc2c(F)c(F)c(F)c(F)c2F)cc1
  4%	3%	4%	3.1%	9%	-0.33	-0.17	0.051	-0.21	-5%	-0.2%	-22%
> CC(=O)COc1c(-c2ccco2)oc2ccccc2c1=O
  x	-28%	x	-1.4%	28%	x	x	x	x	15%	-0.2%	6%
> CCOc1cccc(/C(O)=C2/C(=O)C(=O)N(Cc3ccco3)C2c2ccncc2)c1 (stereo not drawn)
  22%	-22%	10%	0.5%	-12%	0.21	-0.059	-0.0063	0.41	2%	-0.1%	4%
> CC(=O)c1cccc(NC(=O)c2ccco2)c1
  2%	26%	1%	4.6%	1%	1.7	-0.31	1.2	-0.94	10%	0.3%	-5%
> COc1ccc(C(OC(=O)c2cccs2)C(=O)NCC2CCCO2)cc1 (stereo not drawn)
  20%	39%	8%	-5.4%	-22%	-0.36	-0.24	-0.47	0.35	8%	-0.2%	0%

# The list continues:
# Screens in order – P. falciparum M17LAP	KOR beta-arrestin-1	M1AAP inhibition	KOR beta-arrestin-2	NOD1 inhibition	Dynein transport	Dynein transport cytoplasmic EGFP	Dynein transport nuclear GR-EGFP	Dynein transport cell count	HEK293 NOD2/NF-kB	GPR55 activation	AID2073
> COc1ccc(CCNC(=O)C(=O)NCC2OCCN2S(=O)(=O)c2ccccc2)cc1 (stereo not drawn)
  x	-19%[20 µM]	x	-6.8%	-2%	x	x	x	x	9%	0.0%	9%
> Nc1nnc(SCC(=O)N2CCN(c3ccccc3)CC2)s1
  19%	-16%	13%	4.1%	-30%	-0.63	-0.22	-0.25	0.77	-28%	0.2%	4%
> CCN(CC)C(=O)c1sc2c(c1C)c(=O)n(-c1ccc(OC)cc1OC)c(=O)n2CC(=O)c1ccccc1
  -1%	-2%	0%	3.4%	-22%	0.37	-0.27	0.23	-0.19	8%	0.1%	3%
> COCCN(C(=S)Nc1ccc(C)c(C)c1)C(C)c1ccco1 (stereo not drawn)
  -14%	25%	-1%	1.9%	15%	-0.24	0.26	0.04	-0.095	14%	0.9%	0%
> COc1ccc(Cl)cc1S(=O)(=O)N1CCCC(C(=O)NCc2ccncc2)C1 (stereo not drawn)
  x	-28%	x	-1.3%	-40%	x	x	x	x	13%	-0.2%	2%
> C/C(CC(=O)Nc1cccc2c1CCCC2)=N\NC(=O)Cc1ccccc1
  x	-17%	x	-3.2%	10%	x	x	x	x	0%	-0.1%	2%
> CC1(C)CCCC(C)(C)N1CC(O)COCCOc1ccc(Br)cc1 (stereo not drawn)
  -9%	-18%	-2%	-4.8%	11%	-0.32	-0.25	0.19	0.25	-7%	-0.2%	1%
> O=C(Cn1ccc2ccccc2c1=O)NCCC(=O)N1CCN(C2CCCCC2)CC1
  13%	15%	-11%	-4.8%	-26%	-0.18	-0.21	0.064	-0.76	-7%	-0.1%	0%
> O=C(NCC1CCCO1)c1cn(-c2ccccc2)nc1-c1ccc(F)cc1 (stereo not drawn)
  x	18%	x	-4.3%	-38%	x	x	x	x	0%	-0.1%	21%
> COc1ccccc1Cn1c(=O)c2ccccc2n2c(Sc3ncnc4sccc34)nnc12
  -4%	19%	1%	0.5%	55%	0.39	-0.24	0.038	-0.26	43%	0.0%	29%
> COc1ccc(C(=O)NCCN2CCN(C(=O)c3ccc(OC)c(OC)c3)CC2)cc1OC
  x	-36%	x	-4.3%	-16%	x	x	x	x	0%	-0.1%	-1%
> CC(=O)Nc1ccc(OC(=O)N2CCCC2)cc1
  x	-19%[20 µM]	x	0.1%	-6%	x	x	x	x	2%	0.5%	12%
> CCC(C(=O)NCc1ccco1)N(C(=O)CNS(=O)(=O)c1ccccc1)c1ccc(F)cc1 (stereo not drawn)
  x	-21%	x	-4.9%	-18%	x	x	x	x	8%	0.5%	2%

# Bioassay records as filed in PubChem.

# This is a subset; the hit share may differ from the screen's.
